Screening results from PubChem BioAssay.
NSD2 block: NSD2 (human) methyltransferase inhibition. O96028. NSD2-SET H3K36me1 DELFIA fluorescence, biochemical. inhibition, % at 12.5 µM. hit rate 0.07% among 44,000; in the data active = inhibition above about 54%, passing the limit was not always enough; inconclusive = no clear call, values can overlap the other calls;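 also: inhibitors reduce the monomethyl H3K36 fluorescence signal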
An asterisk follows results filed as active; ? = inconclusive. An excerpt (hit frequency here may not be typical).

NSD2 block,SMILES
7.7,CN(C)CCCCNC(=O)[C@@H]1C[C@@H]2C(=O)N[C@@H](Cc3ccccc3)C(=O)N2[C@@H]1c1ccc(O)cc1
-3.9,CC(C)C[C@@H]1NC(=O)[C@@H]2C[C@H](C(=O)NCCCCCCN(C)C)[C@H](c3ccc(O)cc3)N2C1=O
3.1,C[C@H]1CCCCO[C@H](CN(C)C(=O)CCCN(C)C)[C@@H](C)CN([C@@H](C)CO)C(=O)c2cc(NC(=O)NC3CCCCC3)ccc2O1
2.8,Cc1noc(C)c1NC(=O)N(C)C[C@H]1OCCCC[C@H](C)Oc2ccc(NS(=O)(=O)c3cccs3)cc2C(=O)N([C@@H](C)CO)C[C@@H]1C
1.9,C[C@H]1CN([C@@H](C)CO)C(=O)c2cc(NC(=O)Nc3ccccc3)ccc2O[C@@H]1CN(C)S(=O)(=O)c1cccs1
-0.4,C[C@H]1CN([C@@H](C)CO)C(=O)c2cccc(NC(=O)c3cnccn3)c2O[C@@H]1CN(C)Cc1ccc(-c2ccccc2)cc1
1.3,O=C(Nc1ccc(F)cc1)Nc1ccc2c(c1)[C@H]1C[C@H](CC(=O)N3CCOCC3)O[C@H](CO)[C@H]1O2
-5.6,C[C@@H]1CCCCO[C@@H](CN(C)C)[C@@H](C)CN([C@H](C)CO)C(=O)c2cc(NC(=O)CCCN(C)C)ccc2O1
16.5,C[C@H]1CN([C@@H](C)CO)S(=O)(=O)c2ccc(-c3cncnc3)cc2O[C@@H]1CN(C)C(=O)C1CC1
6.5,C[C@@H]1CN([C@@H](C)CO)C(=O)Cc2cc(NS(=O)(=O)c3ccccc3)ccc2O[C@@H]1CN(C)S(C)(=O)=O
-0.4,CCC(C)CCCCCCCCC1CC(=O)NC(CCC(N)=O)C(=O)NC(CC(C)C)C(=O)NC(CC(C)C)C(=O)NC(C(C)C)C(=O)NC(CC(=O)O)C(=O)NC(CC(C)C)C(=O)NC(C(C)C)C(=O)O1 (stereo not drawn)
-3.4,C[C@@H]1CN([C@@H](C)CO)C(=O)Cc2cc(NS(=O)(=O)c3ccc(Cl)cc3)ccc2O[C@H]1CN(C)S(=O)(=O)c1ccccc1
-0.8,COc1ccccc1C#Cc1cnc2c(c1)C(=O)N([C@H](C)CO)C[C@@H](C)[C@@H](CN(C)C(C)=O)O2
-6.6,C[C@H](CO)N1C[C@H](C)[C@H](CN(C)Cc2ccc(C(=O)Nc3ccccc3N)cc2)Oc2ccc(NS(=O)(=O)c3ccc(Cl)cc3)cc2C1=O
-0.7,C[C@H]1CN([C@@H](C)CO)C(=O)c2cc(NC(=O)Cn3cnnn3)ccc2O[C@H]1CN(C)CC1CCCCC1

Next records follow.
NSD2 block,SMILES
-2.6,N#Cc1c(Nc2ccccc2)c(C=NCCN2CCOCC2)c[nH]c1=O
-0.4,CC(=O)N(O)CCCCCNC(=O)CCC(=O)N(O)CCCCCNC(=O)CCC(=O)N(O)CCCCCN
0.9,O=C1CCCCCN1CP(=O)(O)CN1CCCCC1
2.8,C[C@H](CO)N1C[C@H](C)[C@H](CN(C)S(=O)(=O)c2ccccc2)Oc2ncc(C#CC3(O)CCCC3)cc2C1=O
?,CCC(=O)N(C)C[C@H]1Oc2cc(C#CCC3CCCC3)ccc2S(=O)(=O)N([C@H](C)CO)C[C@@H]1C
-3.3,COc1ccc(NC(=O)Nc2ccc3c(c2)C(=O)N([C@H](C)CO)C[C@@H](C)[C@@H](CN(C)S(=O)(=O)c2ccc(C)cc2)O3)cc1
-7.6,C[C@@H]1CN([C@@H](C)CO)C(=O)Cc2cc(NC(=O)Nc3ccccc3)ccc2O[C@@H]1CN(C)S(=O)(=O)c1ccccc1
-0.2,O=C1O[C@@H](c2ccccc2)[C@@H](c2ccccc2)N2[C@@H](c3ccccc3OCCO)[C@]3(C(=O)Nc4ccc(C#CCCO)cc43)[C@@H](C(=O)Nc3nc4ccccc4s3)[C@H]12
-2.3,O=C(CCCCCCC(=O)Nc1ccccc1O)N/N=C/c1cc2c(cc1Br)OCO2
-1.3,C[C@H]1CN([C@@H](C)CO)C(=O)c2cc(NC(=O)Cc3cn(C)c4ccccc34)ccc2O[C@H]1CN(C)S(=O)(=O)c1ccc(Cl)cc1
-0.1,CNC[C@@H]1Oc2c(NC(=O)C3CC3)cccc2C(=O)N([C@@H](C)CO)C[C@H]1C
0.9,C[C@@H](NC(=O)C[C@H]1C[C@H]2c3cc(NS(C)(=O)=O)ccc3O[C@H]2[C@H](CO)O1)c1ccccc1
12.9,Cc1noc(C)c1S(=O)(=O)N(C)C[C@H]1OCCCC[C@@H](C)Oc2ccc(NC(=O)NC3CCCCC3)cc2C(=O)N([C@@H](C)CO)C[C@H]1C
-1.7,O=C(CCCCCC(=O)N/N=C/c1ccc(Br)cc1)NO
-1.3,CCCN(C)C[C@H]1Oc2ncc(C#CCN(C)C)cc2C(=O)N([C@@H](C)CO)C[C@H]1C

Pulled by compound from above, 2 records:
NSD2 block,SMILES
-1.3,C[C@H]1CN([C@@H](C)CO)C(=O)c2cc(NC(=O)Cc3cn(C)c4ccccc34)ccc2O[C@H]1CN(C)S(=O)(=O)c1ccc(Cl)cc1
0.9,O=C1CCCCCN1CP(=O)(O)CN1CCCCC1

Further records:
NSD2 block,SMILES
0.3,C[C@@H]1CN([C@@H](C)CO)C(=O)c2cc(NS(C)(=O)=O)ccc2O[C@@H](C)CCCCO[C@@H]1CN(C)Cc1ccc2c(c1)OCO2
0.5,CNC[C@H]1Oc2cc(-c3cccnc3)ccc2S(=O)(=O)N([C@H](C)CO)C[C@@H]1C
4.5,C[C@@H]1CCCCO[C@H](CN(C)C)[C@H](C)CN([C@H](C)CO)C(=O)c2cc(NC(=O)Nc3ccc4c(c3)OCO4)ccc2O1
-3.7,C[C@H]1CN([C@@H](C)CO)C(=O)c2cc(NC(=O)Cc3cn(C)c4ccccc34)ccc2O[C@@H]1CN(C)S(=O)(=O)c1cccs1
-7.8,CC(C)CC#Cc1ccc2c(c1)O[C@@H](CN(C)C(=O)Nc1ccccc1)[C@@H](C)CN([C@H](C)CO)S2(=O)=O
1.3,C[C@H]1CN([C@@H](C)CO)C(=O)Cc2cc(NC(=O)Nc3ccccc3)ccc2O[C@@H]1CN(C)C(=O)Nc1ccc2c(c1)OCO2
0.7,C[C@@H]1CN([C@@H](C)CO)C(=O)c2cc(NS(=O)(=O)c3ccc(Cl)cc3)ccc2O[C@@H](C)CCCCO[C@@H]1CN(C)C(=O)Nc1cccc2ccccc12
-1.9,C[C@@H]1CN([C@@H](C)CO)C(=O)Cc2cc(NS(C)(=O)=O)ccc2O[C@H]1CN(C)C(=O)Nc1cccc2ccccc12
0.6,Cc1noc(C)c1NC(=O)N(C)C[C@@H]1Oc2ccc(NC(=O)CCCCCC(=O)Nc3ccccc3N)cc2C(=O)N([C@@H](C)CO)C[C@@H]1C
3.5,C[C@H](CO)N1C[C@H](C)[C@@H](CN(C)C(=O)c2ccccc2)OCCCC[C@H](C)Oc2ccc(NC(=O)c3ccncc3)cc2C1=O
-3.2,COc1ccc(CN(C)C[C@@H]2OCCCC[C@@H](C)Oc3ccc(NC(=O)c4ccncc4)cc3C(=O)N([C@@H](C)CO)C[C@@H]2C)cc1
2.5,C[C@@H]1CN([C@H](C)CO)S(=O)(=O)c2ccc(-c3cccc(F)c3)cc2O[C@H]1CN(C)S(C)(=O)=O
24.4,CC(C)NC(=O)Nc1ccc2c(c1)C(=O)N([C@@H](C)CO)C[C@H](C)[C@H](CN(C)C(=O)Nc1ccc(C(F)(F)F)cc1)O2
-3.2,COCC#Cc1cnc2c(c1)C(=O)N([C@@H](C)CO)C[C@H](C)[C@H](CN(C)Cc1ccc(-c3ccccc3)cc1)O2
-5.7,COCC#Cc1ccc2c(c1)O[C@H](CN(C)C(=O)C1CCOCC1)[C@H](C)CN([C@H](C)CO)S2(=O)=O

(more compounds)
NSD2 block,SMILES
3.8,CNC[C@H]1OCCCC[C@@H](C)Oc2ccc(NC(=O)Nc3cccc4ccccc34)cc2C(=O)N([C@@H](C)CO)C[C@H]1C
0.2,COc1ccc(NC(=O)Nc2ccc3c(c2)CC(=O)N([C@@H](C)CO)C[C@H](C)[C@H](CN(C)C(=O)Nc2ccc(C(F)(F)F)cc2)O3)cc1
0.4,COc1ccc(NC(=O)Nc2ccc3c(c2)[C@H]2C[C@H](CC(=O)NCc4ccccc4F)O[C@H](CO)[C@H]2O3)cc1
3.9,CNC[C@@H]1Oc2c(NC(=O)NC(C)C)cccc2C(=O)N([C@@H](C)CO)C[C@H]1C
-2.7,O=C(C[C@H]1C[C@H]2c3cc(NS(=O)(=O)c4ccccc4)ccc3O[C@H]2[C@H](CO)O1)NC1CCCCC1
-1.8,O=C1O[C@H](c2ccccc2)[C@H](c2ccccc2)N2[C@H]1[C@@H](C(=O)N1CCN(c3ncccn3)CC1)[C@]1(C(=O)Nc3ccccc31)[C@H]2c1ccccc1OCCO
-1.4,O=C1O[C@@H](c2ccccc2)[C@@H](c2ccccc2)N2[C@@H](c3ccc(OCCO)cc3)[C@]3(C(=O)Nc4ccc(C#CC5(O)CCCCCC5)cc43)[C@@H](C(=O)N3CCCCCCC3)[C@H]12
2.9,COc1ccc(-c2cnc3c(c2)C(=O)N([C@H](C)CO)C[C@H](C)[C@@H](CN(C)S(=O)(=O)c2ccc(OC)cc2)O3)cc1
8.6,C[C@H](CO)N1C[C@H](C)[C@@H](CN(C)Cc2ccc(C(=O)O)cc2)Oc2ccc(NC(=O)CCN3CCOCC3)cc2C1=O
-5.9,CCCNC(=O)N(C)C[C@@H]1Oc2ncc(C#CC3CC3)cc2C(=O)N([C@H](C)CO)C[C@H]1C
0.5,O=C(CCOc1ccccc1)Nc1nc2c(ccc3ccccc32)s1
3.1,COc1ccc(CCN=C2CCc3ccccc3N2)cc1OC
-4.5,C[C@@H]1CN([C@@H](C)CO)S(=O)(=O)c2ccc(-c3cncnc3)cc2O[C@H]1CN(C)Cc1ccncc1
-2.5,C[C@@H]1CN([C@@H](C)CO)C(=O)c2cc(C#CCN(C)C)cnc2O[C@@H]1CN(C)C(=O)c1ccc(F)cc1
47.9,C[C@H]1CN([C@@H](C)CO)C(=O)c2cccc(NC(=O)C3CCOCC3)c2O[C@H]1CN(C)S(=O)(=O)c1cn(C)cn1

As entered above.
Reading for `C[C@H](CO)N1C[C@H](C)[C@@H](CN(C)Cc2ccc(C(=O)O)cc2)Oc2ccc(NC(=O)CCN3CCOCC3)cc2C1=O` in NSD2 block: 8.6
Reading for `COc1ccc(-c2cnc3c(c2)C(=O)N([C@H](C)CO)C[C@H](C)[C@@H](CN(C)S(=O)(=O)c2ccc(OC)cc2)O3)cc1` in NSD2 block: 2.9
Reading for `CNC[C@@H]1Oc2c(NC(=O)NC(C)C)cccc2C(=O)N([C@@H](C)CO)C[C@H]1C` in NSD2 block: 3.9
Reading for `COc1ccc(CCN=C2CCc3ccccc3N2)cc1OC` in NSD2 block: 3.1
Reading for `COc1ccc(NC(=O)Nc2ccc3c(c2)CC(=O)N([C@@H](C)CO)C[C@H](C)[C@H](CN(C)C(=O)Nc2ccc(C(F)(F)F)cc2)O3)cc1` in NSD2 block: 0.2

New compounds follow:
NSD2 block,SMILES
5.4,CO[C@@H](CN(C)C(=O)c1cc(Cl)cc(Cl)c1)[C@H](C)CN(C(=O)Nc1ccc(F)cc1)[C@@H](C)CO
3.7,CCCN(C)C[C@@H]1OCCCC[C@H](C)Oc2ccc(NC(=O)Cc3ccccc3)cc2C(=O)N([C@H](C)CO)C[C@@H]1C
-3.5,C[C@H]1CN([C@@H](C)CO)C(=O)c2ccccc2-c2ccccc2CO[C@@H]1CN(C)Cc1cccnc1
2.5,Cc1ccc(S(=O)(=O)Nc2ccc3c(c2)C(=O)N([C@@H](C)CO)C[C@@H](C)[C@@H](CN(C)C(=O)CCCN(C)C)OCCCC[C@@H](C)O3)cc1
3.3,O=C(C[C@@H]1CC[C@@H](NC(=O)Nc2ccc(C(F)(F)F)cc2)[C@@H](CO)O1)NCCN1CCCC1
1.2,Cc1ccc(S(=O)(=O)Nc2ccc3c(c2)CC(=O)N([C@@H](C)CO)C[C@@H](C)[C@H](CN(C)S(C)(=O)=O)O3)cc1
-0.3,C[C@@H]1CN([C@H](C)CO)C(=O)c2cc(-c3ccncc3)cnc2O[C@@H]1CN(C)C(=O)NC1CCCC1
-5.6,C=CCN1Cc2ccccc2[C@@H]2OC(c3ccc(OCCCO)cc3)=N[C@]2(Cc2ccccc2)C1=O
0.8,CNC[C@H]1Oc2ccc(NC(=O)c3ccncc3)cc2C(=O)N([C@H](C)CO)C[C@@H]1C
2.6,C[C@@H]1CN([C@H](C)CO)C(=O)c2cccc(N(C)C)c2O[C@H]1CN(C)Cc1ccncc1
-1.9,C[C@H](CO)N1C[C@H](C)[C@@H](CN(C)Cc2ccncc2)Oc2ncc(-c3cncnc3)cc2C1=O
4.6,Cc1noc(C)c1S(=O)(=O)Nc1cccc2c1O[C@@H](CN(C)S(=O)(=O)c1cn(C)cn1)[C@@H](C)CN([C@@H](C)CO)C2=O
-1.9,Cc1noc(C)c1NC(=O)N(C)C[C@@H]1OCCCC[C@@H](C)Oc2ccc(NC(=O)NC(C)C)cc2C(=O)N([C@H](C)CO)C[C@H]1C
-1.2,C[C@@H](NC(=O)C[C@H]1CC[C@@H](NC(=O)c2cccnc2)[C@@H](CO)O1)c1ccccc1
-2.6,C[C@H](CO)N1C[C@H](C)[C@@H](CN(C)S(C)(=O)=O)Oc2ccc(NC(=O)C3CC3)cc2CC1=O

Continued.
NSD2 block,SMILES
1.3,Cc1noc(C)c1S(=O)(=O)Nc1ccc2c(c1)C(=O)N([C@@H](C)CO)C[C@@H](C)[C@@H](CN(C)C)OCCCC[C@H](C)O2
16.1,CNC[C@H]1Oc2cc(C#Cc3cccc(OC)c3)ccc2S(=O)(=O)N([C@@H](C)CO)C[C@@H]1C
-1.5,C[C@@H]1CN([C@H](C)CO)C(=O)c2cc(-c3ccc(C(=O)N(C)C)cc3)cnc2O[C@H]1CN(C)C(=O)c1ccncc1
-1.4,C=CC(C)(C)[C@@]12C[C@H]3C(=O)N[C@H]([C@@H](C)CC)C(=O)N3[C@@H]1Nc1ccccc12

Among those listed so far, two contain bromine:
NSD2 block,SMILES
-2.3,O=C(CCCCCCC(=O)Nc1ccccc1O)N/N=C/c1cc2c(cc1Br)OCO2
-1.7,O=C(CCCCCC(=O)N/N=C/c1ccc(Br)cc1)NO
